Bioassay records: PubChem BioAssay, National Center for Advancing Translational Sciences (NCATS)
JMJD2E inh = inhibitors of human JMJD2E histone demethylase; B2RXH2; JMJD2E catalytic domain, FDH-coupled NADH fluorescence (FDH is formaldehyde dehydrogenase); Potency, µM (highest dose often 57.1 µM), for the others: top-dose activity change, negative = inhibition, most hits filed as inhibitors; 230,000 tested, 1.6% active; AID 2147; active = well fitted inhibition curve with a large enough effect, not every such curve was filed as active; inconclusive = small, poorly fitted or top-dose-only effect, or another doubt; inactive = no such curve, though single readings can be large or run the other way;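 note: 0% = wells with enzyme and -100% = buffer wells without enzyme; nearly all actives have a fitted effect of over 50% in size; many of its hits are not listed in these tables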
Target sequence (B2RXH2 1-337 limits assumed): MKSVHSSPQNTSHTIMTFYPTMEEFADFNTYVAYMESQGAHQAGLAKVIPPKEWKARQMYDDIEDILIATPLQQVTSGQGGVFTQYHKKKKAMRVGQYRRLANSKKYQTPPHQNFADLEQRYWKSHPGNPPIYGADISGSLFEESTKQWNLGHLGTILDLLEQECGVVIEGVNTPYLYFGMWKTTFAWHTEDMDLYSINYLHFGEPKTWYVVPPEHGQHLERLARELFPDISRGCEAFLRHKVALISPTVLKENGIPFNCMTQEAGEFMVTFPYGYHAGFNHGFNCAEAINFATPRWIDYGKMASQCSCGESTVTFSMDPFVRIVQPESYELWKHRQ
ALDH1A1 inh = blocks purified human ALDH1A1 activity; AID 1030; 220,000 tested, 7.3% active; Purified ALDH1A1, NADH fluorescence, propionaldehyde substrate; Potency, µM (highest dose often 75.3 µM), inactives show at the top dose activity, negative = inhibition, usual class: inhibitors; P00352; active = well fitted inhibition curve with a large enough effect, not every such curve was filed as active; inconclusive = small, poorly fitted or top-dose-only effect, or another doubt; inactive = no such curve, though single readings can be large or run the other way;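 note: plate controls were no enzyme wells and a reference inhibitor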
Target sequence (P00352 whole entry, looked up): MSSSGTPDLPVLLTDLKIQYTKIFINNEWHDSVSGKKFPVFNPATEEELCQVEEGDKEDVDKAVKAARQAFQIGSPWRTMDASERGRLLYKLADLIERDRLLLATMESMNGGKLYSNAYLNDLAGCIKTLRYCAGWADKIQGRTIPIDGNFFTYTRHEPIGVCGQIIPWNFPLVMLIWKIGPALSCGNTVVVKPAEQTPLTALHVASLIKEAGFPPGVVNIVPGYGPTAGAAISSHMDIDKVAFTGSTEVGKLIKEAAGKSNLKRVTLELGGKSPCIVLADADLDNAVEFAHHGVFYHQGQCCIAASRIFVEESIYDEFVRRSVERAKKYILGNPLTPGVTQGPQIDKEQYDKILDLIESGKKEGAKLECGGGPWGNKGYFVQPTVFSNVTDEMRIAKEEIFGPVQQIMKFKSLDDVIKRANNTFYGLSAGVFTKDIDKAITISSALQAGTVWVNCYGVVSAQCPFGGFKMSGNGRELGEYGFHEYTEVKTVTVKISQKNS
LMNA splice mod = LMNA splicing modulation. HeLa LMNA splicing GFP/RFP minigene ratio, 48 h. Potency, µM (highest dose often 46.1 µM), inactives show at the top dose ratio change, negative = inhibition, actives largely listed as inhibitors. 200,000 tested, 0.01% active. AID 1487; active = well fitted inhibition curve with a large enough effect in the signal ratio, with a control signal flat, not every such curve was filed as active; inconclusive = small, poorly fitted or top-dose-only effect, or effect the other way, or a change in a side signal; the % refers to the signal ratio; note: % is set by controls: 0 for no effect and ±100 for the full control effect
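Read-out is the ratio of GFP to DsRed2 object intensity, acquired by 488 nm laser-scanning cytometry on HeLa lamin A-EGFP minigene reporter cells. Compound incubation 48 hrs at 37 °C in Opti-MEM with 2% FBS; DMSO 0.5% final.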
RECQ1 inh = inhibitors of human RECQ1 DNA helicase; P46063; RECQ1 DNA unwinding, red fluorescence kinetic read; Potency, µM (doses to about 57.3 µM), inactives show at the highest dose activity, negative = inhibition, usual class: inhibitors; 240,000 tested, 0.54% active; AID 2549;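 note: plate controls were vehicle for no effect and no enzyme for full effect; nearly all actives have a fitted effect of over 30% in size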
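50 nM RECQ1T1 preincubated 15 min with compound in Tris pH 8.0 buffer with MgCl2, DTT, Tween-20 and 2.5 ug/ml poly(dI-dC); started with 200 nM TAMRA/BHQ-2 forked duplex and 2 mM ATP. Unwinding read as fluorescence (525/598 nm), two reads 2 h apart.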
KinaseGlo FLuc = counter-screen: inhibitors of Kinase-Glo firefly luciferase | 200,000 tested, 0.28% active | Potency, µM (top dose mostly 38.3 µM), without a hit: top-dose activity change, negative = inhibition, usual class: inhibitors | Kinase-Glo luciferase, ATP luminescence, 8 min | AID 1379; note: % is set by controls: 0 for no effect and ±100 for the full control effect; nearly all actives have a fitted effect of over 60% in size
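Inhibition of Kinase-Glo luciferase light generation was assessed at 10 uM ATP in pH 7.2 imidazole buffer, with luminescence measured after eight minutes at ambient temperature.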
SMN2 splice up = increases expression of the SMN2 splice variant; Potency, µM (titrated, usually from 46.1 µM), for inactives: at the highest dose activity change, positive = activation, actives largely listed as activators; 210,000 tested, 2.8% active; HEK293 SMN2-luciferase splicing reporter, luminescence, 30-36 h; note: % of control where 0% means no effect; nearly all actives have a fitted effect of over 55% in size
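HEK293 cells carry an SMN2 […]–luciferase reporter in which exon 7 inclusion puts luciferase in frame. Cells were plated 10-12 h before compound addition, then incubated 30-36 h at 37C. ONE-Glo luminescence was read; sodium butyrate at 4.5 mM final served as control.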
L3MBTL1 inh = inhibitors of human L3MBTL1; Q9Y468; AlphaScreen L3MBTL1–H3K9me1 peptide binding; Potency, µM (highest dose often 57.1 µM), for the others: top-dose activity, negative = inhibition, actives largely listed as inhibitors; 230,000 tested, 0.66% active; AID 485360; note: % is set by controls: 0 for no effect and ±100 for the full control effect; nearly all actives have a fitted effect of over 60% in size
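AlphaScreen proximity signal between nickel-chelate acceptor and streptavidin donor beads (final 10 ug/mL) reports binding of 50 nM L3MBTL1 to 75 nM biotin-H3 K9me1 peptide; complex incubated with compounds 30 min at room temperature; cefsulodin titration as control.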
Tau ThT inhib = inhibitors of human tau fibril formation, thioflavin T binding; P10636; AID 1460; Potency, µM (series often up to 57.4 µM), without a hit: at the highest dose activity, negative = inhibition, most hits filed as inhibitors; recombinant tau K18 P301L (four-repeat tau fragment), heparin-induced fibrillization, ThT fluorescence; 270,000 tested, 2.1% active; note: % is set by controls: 0 for no effect and ±100 for the full control effect; nearly all actives have a fitted effect of over 55% in size
Target sequence (P10636 561-689 P618L limits assumed): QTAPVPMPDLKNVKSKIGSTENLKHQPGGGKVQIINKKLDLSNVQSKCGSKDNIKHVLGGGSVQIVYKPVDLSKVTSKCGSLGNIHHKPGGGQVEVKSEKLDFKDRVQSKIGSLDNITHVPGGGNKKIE
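Recombinant human tau K18 fragment […] carrying P301L, 15 uM unlabeled plus 0.24 uM Alexa 594-labeled, was fibrillized with 20 uM heparin in 100 mM sodium acetate pH 7 for 6 hr at 37 C; 30 uM ThT fluorescence read after 1 hr.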
* = called active by the depositor; i = inactive; ? = inconclusive; nt = not tested or not shown; [ ] = dose if it differs, or a comment. Unless noted, calls come from the whole dose curve; as a rule, active = well fitted curve in the direction sought with a large enough effect; inconclusive = small, poorly fitted or top-dose-only effect, or another doubt; inactive = no such curve, though single readings can be large; an effect the other way counts as inactive or inconclusive. Potency is the fitted concentration of half-maximal effect.

SMILES	JMJD2E inh	ALDH1A1 inh	LMNA splice mod	RECQ1 inh	KinaseGlo FLuc	SMN2 splice up	L3MBTL1 inh	Tau ThT inhib
CCOC(=O)C1CCN(C(=O)c2sc3ncnc(N4CCC(C)CC4)c3c2C)CC1	-3%	1%	-6%	-10%	1%	-24%	0%	-1%
CCN1C(=O)N(C)C2(c3ccccc3)N(C)C(=O)N(C)C12c1ccccc1 (stereo unspecified)	-8%	12%	-11%	-10%	3%	-2%	-3%	-15%
Cc1c(C)n(CCC#N)c2ccc(Cl)cc12	2%	-4%	6%	i	3%	-1%	-11%	-3%
COC(=O)c1c(-c2ccc(OC)c(OC)c2)csc1N	-17%	4µM*	1%	-7%	-4%	42%	-24%	?
CC(C)C(c1nnnn1C1CCCCC1)N1CCCc2ccccc21 (stereo unspecified)	-1%	-2%	6%	-3%	5%	14%	-1%	-18%
Cc1ccc(CCNC(=O)CN2CCN(Cc3ccccc3F)C2=O)cc1	12%	-9%	2%	3%	1%	-5%	nt	-18%
Cc1ccc(OCCCC(=O)Nc2ccc(Br)cc2)cc1	-1%	-1%	-11%	-1%	4%	2%	3%	5%
S=c1[nH]c2ccccc2o1	?	?	nt	i	-4%	-14%	-8%	-8%
CC(=O)N1CCN(Cc2nc(C(c3ccccc3)c3ccccc3)no2)CC1	0%	0%	8%[46 µM]	-1%	2%	nt	0%	1%
CCOC(=O)N1CCC(NC(=S)Nc2ccc3nc(N4CCN(CC)CC4)cc(C)c3c2)CC1	?	?	nt	i	-2%	17%	nt	-22%
Cn1ccnc1Sc1nnnn1-c1ccccc1	0%	-7%	10%	-6%	-3%	-15%	-1%	-8%
CCN(CC)C(=O)C1CCCN(c2ccc([N+](=O)[O-])cc2/C=N/NC(=O)c2cccc(O)c2)C1 (stereo unspecified)	2%	28µM*	-3%	i	-3%	-4%	nt	?
O=C(NCc1ccccc1)C12CC3CC(CC(Cl)(C3)C1)C2	11%	nt	nt	-7%	nt	nt	4%	-6%
CC(=O)Nc1ccc2c(c1)nc1n2CCOC1	-1%	-2%	8%	-5%	16%	-18%	nt	-6%
CC1(C)CC(=O)C=C(NNC(=O)c2ccccc2)C1	3%	2%	?	-2%	-1%	-12%	9%	11%

9 of these compounds in another layout.
Order of values: JMJD2E inh, ALDH1A1 inh, LMNA splice mod, RECQ1 inh, KinaseGlo FLuc, SMN2 splice up, L3MBTL1 inh, Tau ThT inhib
- Cc1ccc(OCCCC(=O)Nc2ccc(Br)cc2)cc1
→ -1%, -1%, -11%, -1%, 4%, 2%, 3%, 5%
- S=c1[nH]c2ccccc2o1
→ ?, ?, nt, i, -4%, -14%, -8%, -8%
- CC(=O)N1CCN(Cc2nc(C(c3ccccc3)c3ccccc3)no2)CC1
→ 0%, 0%, 8%[46 µM], -1%, 2%, nt, 0%, 1%
- CCOC(=O)N1CCC(NC(=S)Nc2ccc3nc(N4CCN(CC)CC4)cc(C)c3c2)CC1
→ ?, ?, nt, i, -2%, 17%, nt, -22%
- Cn1ccnc1Sc1nnnn1-c1ccccc1
→ 0%, -7%, 10%, -6%, -3%, -15%, -1%, -8%
- CCN(CC)C(=O)C1CCCN(c2ccc([N+](=O)[O-])cc2/C=N/NC(=O)c2cccc(O)c2)C1 (stereo unspecified)
→ 2%, 28µM*, -3%, i, -3%, -4%, nt, ?
- O=C(NCc1ccccc1)C12CC3CC(CC(Cl)(C3)C1)C2
→ 11%, nt, nt, -7%, nt, nt, 4%, -6%
- CC(=O)Nc1ccc2c(c1)nc1n2CCOC1
→ -1%, -2%, 8%, -5%, 16%, -18%, nt, -6%
- CC1(C)CC(=O)C=C(NNC(=O)c2ccccc2)C1
→ 3%, 2%, ?, -2%, -1%, -12%, 9%, 11%

Following part:
SMILES	JMJD2E inh	ALDH1A1 inh	LMNA splice mod	RECQ1 inh	KinaseGlo FLuc	SMN2 splice up	L3MBTL1 inh	Tau ThT inhib
Cc1nc2ccc(C(=O)NCc3ccc4c(c3)OCO4)cc2s1	0%	4%	nt	i	1%	?	-16%	2%
O=C(NCc1cccnc1)C1CCN(S(=O)(=O)N2CCC3(CC2)OCCO3)CC1	-2%	-2%	6%	i	-4%	-9%	0%	-12%
COc1ccc(-n2c(SC3CCOC3=O)nc3ccccc3c2=O)cc1Cl (stereo unspecified)	-3%	?	6%[9.22 µM]	-1%	3%	5%	4%	-1%
COc1ccc(Nc2ccc3nnc(-c4ccc(Br)cc4)n3n2)cc1	14%	11%	9%	1%	-4%	-18%	10%	-2%
CCCCCCOc1ccc(-c2ccc(C#N)cn2)cc1	?	?	0%	-3%	1%	-13%	20%	-19%
Cc1cccc(C(=O)Nc2ccc(NC(=O)Cc3ccc(Cl)cc3)cc2)c1	?	?	-2%	1%	nt	nt	7%	-1%
Cc1c(O)ccc(C(=O)CN2CCN(Cc3ccc4c(c3)OCO4)CC2)c1O	1%	?	?	-13%	0%	-22%	-4%	?
CN1Cc2cccc3c2C(Cc2ccccc2S3)C1 (stereo unspecified)	?	12%	?	0%	0%	-34%[inhibitor]	-10%	-13%
CC1CCCN(c2ccc(C(=O)OCC(=O)N3c4ccccc4Sc4ccccc43)cc2[N+](=O)[O-])C1 (stereo unspecified)	-2%	7%	12%	i	-1%	1%	-14%	-17%
c1ccc(N2CCN(c3nc(-c4cccs4)nc4ccccc34)CC2)cc1	?	?	?	-4%	-1%	-28%	5%	?
CCNc1nc(Cl)nc(N(NC(C)=O)C(C)CC)n1 (stereo unspecified)	12%	13%	11%	-6%	18%	-8%	nt	-9%
OC(CC1CC12c1ccccc1-c1ncccc12)(c1ccccc1)c1ccccc1 (stereo unspecified)	0%	1%	?	-24%	-1%	-18%	nt	-16%
O=C(NCCC1=CCCCC1)c1coc(=O)c(Br)c1	?	?	?	-1%	4%	9%	-10%	-15%
CCOc1ccc(CC(=O)Nc2cc(=O)n(C)c(=O)n2C)cc1	6%	24%	26%[46 µM]	i	-1%	-19%	nt	1%
C=CCn1c(SCC(=O)Nc2cccc3ccccc23)nc(O)c(CC)c1=O	-6%	-14%	22%	i	-3%	-19%	nt	-8%
O=C(NNc1cccc(Cl)n1)c1c(F)cccc1F	3%	-3%	nt	i	-3%	-7%	11%	-7%
C=CCC1(CC=C)CCCN1C(=O)CC1C(=O)NCCN1Cc1ccccc1OC (stereo unspecified)	-2%	-3%	-8%[46 µM]	i	2%	nt	-4%	4%
CCCCCCN1C=CC(=C2C(=O)c3ccccc3C2=O)C=C1	-6%	3%	nt	i	8.9µM*	nt	59%[activator]	8%
CCc1nnc(NC(=O)c2cccc(S(=O)(=O)N(C)c3ccc(OC)cc3)c2)s1	10%	6%	?	-3%	-2%	-2%	-4%	-7%
COc1ccc(-c2nnc(SC(=O)N3c4ccccc4Sc4ccccc43)o2)cc1	?	?	-15%	-13%	-2%	-11%	-15%	?
O=C1c2ccccc2C(=O)N1Cc1nc(-c2ccncc2)no1	-1%	1%	3%	-1%	nt	nt	2%	-9%
CC(C)CCNC(=O)NC(=O)COC(=O)/C=C/c1cnc2ccccc2n1	-6%	7%	2%	-6%	-2%	3%	nt	-12%
Cc1csc(NC(=O)c2ccc3c(=O)n4c(nc3c2)CCCCC4)n1	14%	?	?	0%	nt	nt	-4%	-6%
COc1ccc(C(=O)c2ccc(N3CCN(C4CC(=O)NC4=O)CC3)cc2)cc1F (stereo unspecified)	-4%	8.9µM*	-7%	-1%	3%	-16%	8%	-8%
Cc1ccc2nc(-c3ccccn3)cc(C(=O)NC3CCN(C)CC3)c2c1	?	?	-1%	-2%	-1%	16%	-8%	-7%
Cc1cc(C)nc(NC(=O)/C=C/c2ccc3c(c2)OCO3)c1	?	?	-8%	-1%	?	nt	3%	-11%
COCC(=O)N1CCCC(C(=O)c2ccc3c4c(cccc24)CC3)C1 (stereo unspecified)	?	?	22%[46 µM]	24%	2%	nt	?	-3%
COc1ccc(CNC(=O)CN(Cc2ccc(C)cc2)S(=O)(=O)c2ccc(Cl)cc2)cc1	-9%	?	-13%	-13%	0%	-32%[inhibitor]	nt	-8%
CCOC(=O)Cn1cnc2c(nnn2-c2ccc(C)cc2)c1=O	2%	7%	?	-10%	1%	-15%	5%	-2%
COC(=O)c1ccc(Oc2nc(C(N)=O)cc(-c3ccccc3)n2)cc1	-3%	?	1%	12%	2%	-42%[inhibitor]	nt	-17%
CCOC(=O)c1cc(-c2cccs2)nn1CCC#N	-10%	14µM*	9%	-4%	3%	4%	-7%	-14%
Nc1ncc(-c2cc3ccccc3oc2=O)s1	?	11µM*	3%	10%	11µM*	16µM*	0%	?
COc1ccc(-c2nnc(CSc3ncnc4sc5c(c34)CCC5)o2)cc1OC	6%	-5%	-20%	-10%	-11%	-4%	nt	-26%
CCCCCCC(=O)Nc1nc(C)c(-c2csc(Nc3cc(Cl)ccc3OC)n2)s1	-1%	?	7%	0%	-6%	-17%	-6%	?
Cc1nc(SCc2ccccc2)c(C(F)(F)F)c(=O)[nH]1	-3%	-5%	5%	i	1%	0%	1%	2%
Cc1ccc2nc(C)c3c(c2c1)SCC3	?	nt	nt	-1%	nt	nt	-9%	-6%
Cc1cc(C)cc(C(=O)Oc2coc(CSc3nnc(NC(=O)C4CC4)s3)cc2=O)c1	5%	1%	-4%	-4%	2%	12%	0%	?
O=C1OC(c2cccs2)=N/C1=C\c1ccc(-c2ccccc2Cl)o1	-6%	?	-9%	-12%	-3%	-6%	-5%	?
CCCCNC(=O)Nc1ccccc1CC	4%	nt	nt	-3%	nt	nt	-1%	-3%
COCC(C)OC(=O)c1c(N)n(CC(C)C)c2nc3ccccc3nc12 (stereo unspecified)	?	?	-2%	-10%	-1%	0%	nt	-10%

These rows are one share of the data; count on the stated rates, not on these rows.
